TDP1 inh: qHTS Assay for Inhibitors of Tyrosyl-DNA Phosphodiesterase (TDP1) | Tyrosyl-DNA phosphodiesterase 1 (Homo sapiens), Q9NUW8 | recombinant TDP1, AlphaScreen DNA substrate cleavage | Potency, µM (highest dose often 130 µM), inactives show at the top dose activity change, negative = inhibition, most hits filed as inhibitors | 0.28% of 350,000 active | AID 485290, 2010; note: nearly all actives have a fitted effect of over 40% in size
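Enzyme-compound mixtures sat 15 min at room temperature, followed by a 5 min reaction with 15 nM final substrate and 10 min with AlphaScreen beads. Recombinant human Tdp1 was used at 1 nM final.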
DT40 TDP1 no CPT: qHTS for Inhibitors of human tyrosyl-DNA phosphodiesterase 1 (TDP1): qHTS in cells in absence of CPT. DT40 Tdp1-/- hTDP1 cells, no CPT, ATP luminescence, 48 h. AID 686978, 2013. Potency, µM (doses to about 46.2 µM), for the others: top-dose activity change, negative = growth inhibition, most hits filed as inhibitors. 15% of 420,000 active; note: nearly all actives have a fitted effect of over 55% in size
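DT40 Tdp1-/-;hTDP1 cells, no CPT (DMSO vehicle only), 400 cells/well; compounds pin-transferred; ≥48 hr, 37 °C; CellTiter-Glo 30 min RT dark, luminescence read.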
GCN5L2 inh: qHTS Assay for Inhibitors of GCN5L2 | Histone acetyltransferase KAT2A (Homo sapiens), Q92830 | GCN5L2 HAT assay, ThioGlo1 CoA-SH fluorescence | Potency, µM (highest dose often 58.9 µM), inactives show at the highest dose activity change, negative = inhibition, actives largely listed as inhibitors | 0.21% of 390,000 active
Target sequence (Q92830 whole entry, looked up): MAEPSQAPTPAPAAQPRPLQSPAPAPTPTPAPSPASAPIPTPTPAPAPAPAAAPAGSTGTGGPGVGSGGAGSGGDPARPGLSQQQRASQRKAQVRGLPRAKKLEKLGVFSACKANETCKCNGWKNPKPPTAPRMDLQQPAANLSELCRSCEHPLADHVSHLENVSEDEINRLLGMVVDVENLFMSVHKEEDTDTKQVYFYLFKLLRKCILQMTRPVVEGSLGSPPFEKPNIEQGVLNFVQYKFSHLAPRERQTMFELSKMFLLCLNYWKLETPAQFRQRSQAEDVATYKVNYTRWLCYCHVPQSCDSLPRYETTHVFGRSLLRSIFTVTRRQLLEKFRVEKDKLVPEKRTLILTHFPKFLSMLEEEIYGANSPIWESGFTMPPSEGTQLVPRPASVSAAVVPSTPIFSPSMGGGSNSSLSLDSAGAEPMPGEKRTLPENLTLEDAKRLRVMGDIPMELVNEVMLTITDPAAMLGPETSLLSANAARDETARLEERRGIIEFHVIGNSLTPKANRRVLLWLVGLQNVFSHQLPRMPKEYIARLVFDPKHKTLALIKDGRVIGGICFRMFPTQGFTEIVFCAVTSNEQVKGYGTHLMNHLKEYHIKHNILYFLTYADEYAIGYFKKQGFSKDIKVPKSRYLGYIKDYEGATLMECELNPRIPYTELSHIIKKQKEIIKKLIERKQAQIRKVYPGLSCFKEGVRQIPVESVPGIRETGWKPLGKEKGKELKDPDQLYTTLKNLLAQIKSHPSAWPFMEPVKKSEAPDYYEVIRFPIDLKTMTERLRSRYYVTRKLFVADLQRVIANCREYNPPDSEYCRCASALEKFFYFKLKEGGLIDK
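GCN5L2 (20nM final) in 50mM HEPES, 0.1mM EDTA pH 7.5, 0.01% Tween-20 was preincubated 15 min at room temperature with compound, then given ThioGlo1 (50uM), H3(1-25) peptide (75uM) and acetyl-CoA (70uM); CoA-thiol fluorescence (Ex340/Em540) was read at 0 and 20 min.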
Numbers without * were called inactive; ? = inconclusive; / = not tested or not shown; & = joins results of further samples; [ ] = another dose, or the depositor's remark. Calls come from the whole dose curve; as a rule, active = well fitted curve in the direction sought with a large enough effect; inconclusive = small, poorly fitted or top-dose-only effect, or another doubt; inactive = no such curve, though single readings can be large; an effect the other way counts as inactive or inconclusive. % is set by controls: 0 for no effect and ±100 for the full control effect; potency is the fitted concentration of half-maximal effect. An excerpt; the hit share may differ from the screen's.

Compound	TDP1 inh	DT40 TDP1 no CPT	GCN5L2 inh
COc1ccc(NC2=CC(c3cccc(OC)c3)N(c3ccc(OC)cc3)C2=O)cc1 (centres undefined)	5%	-7%	-4%
CCCn1c(CCC(=O)Nc2cc(OC)cc(OC)c2)nc2cccnc21	6%	23µM*	5%
Cc1c(N(C)S(=O)(=O)c2cccc(C(=O)NCC3CCCO3)c2)c(=O)n(-c2ccccc2)n1C (centres undefined)	-4%	18%	-5%
CCOC(=O)C1=C(C)N(C)C(C)=C(C(=O)OCC)C1c1ccsc1	-4%	15µM*	-4%
CN(C)C(=O)COC(=O)c1cccnc1Nc1ccccc1F	0%	1%	-4%
CCOC(=O)c1nc(N)c(C(=O)OCC)[nH]1	-1%	29µM*	-6%
Cc1c(-c2ccccc2)nc(N)c(C#N)c1-c1ccco1	-5%	3%	2%
O=C(CSc1n[nH]c(-c2ccccc2)n1)N1CCOCC1	-1%	-16%	-4%
COc1cccc(NC(=O)N(CCN(C)C)C(C)c2cccnc2)c1 (centres undefined)	/	11%	0%
O=C(c1n[nH]c2ccccc12)N1CCOCC1	-3%	9%	-13%
COc1ccc(NC(=O)CSc2nccn2Cc2ccc3c(c2)OCO3)cc1	0%	?	-17%
CCc1ccc2c(c1)C1(C(=O)N2)N2CCCC2C(C(=O)c2ccc3ccccc3c2)C12C(=O)Nc1ccccc12 (centres undefined)	1%	?	-8%
CC(C)=CCC/C(C)=C/C=C/C(C)=C/C=C/C(C)=C/C=C/C=C(C)/C=C/C=C(C)/C=C/C=C(\C)CCC=C(C)C	2%	?	-15%
CCCCOc1ccccc1C(=O)Nc1nonc1-c1ccccc1	-2%	?	-7%
CC(C)n1c(=S)[nH]c2ccccc21	2%	-5%	-8%
CCn1ccc2cc(S(=O)(=O)N3CCC(C(=O)NCC(C)c4ccccc4)CC3)ccc21 (centres undefined)	8%	?	-13%
CCOC(=O)c1cc(-c2ccccc2)n(CCC(=O)O)c1C	6%	-21%	-3%
CC(C)NC(=O)COc1ccc(OCc2ccccc2)cc1	-1%	29µM*	2%
Cc1cccc(NC(=O)CSc2ccc(-c3ccccn3)nn2)c1	5%	?	0%
O=C(CSCc1ccccc1Br)N/N=C/c1ccccc1C(=O)O	3%	2%	-6%
O=C(NCC(O)c1ccc([N+](=O)[O-])cc1)c1cccc(S(=O)(=O)N2CCCC2)c1 (centres undefined)	4%	-15%	-7%
S=C(Nc1cccnc1)Nc1ccccn1	/	-8%	-5%
CCC(=O)NC(=S)Nc1ccc(NC(=O)c2ccc(OC)cc2)cc1	-1%	10%	49%[activator]
COc1ccccc1CNC(=O)c1ccc2nc(N3CCCCC3)sc2c1	3%	?	-6%
O=C(Cn1cnc([N+](=O)[O-])c1)c1ccc(Cl)cc1	-3%	-12%	-1%
CCN(CC)C(=O)CN1C(=O)COCC1=O	6%	-4%	-5%
O=C(O)CCc1nc2cc(C(F)(F)F)ccc2n(Cc2ccccc2)c1=O	/	?	-4%
C=CCSC(=S)Nc1c(C)n(C)n(-c2ccccc2)c1=O	-5%	?	3%
O=C(/C=C/Nc1ccc(Br)cn1)c1cccc(OC(F)F)c1	-1%	?	-4%
CCOc1ccc(NC(=O)Cn2c(=O)n(CCC(=O)NCCc3ccccc3)c(=O)c3ccccc32)cc1	0%	5%	-5%

Retrieved by structure from above, 3 records:
Compound	TDP1 inh	DT40 TDP1 no CPT	GCN5L2 inh
COc1ccccc1CNC(=O)c1ccc2nc(N3CCCCC3)sc2c1	3%	?	-6%
O=C(O)CCc1nc2cc(C(F)(F)F)ccc2n(Cc2ccccc2)c1=O	/	?	-4%
CCN(CC)C(=O)CN1C(=O)COCC1=O	6%	-4%	-5%

(more compounds)
Compound	TDP1 inh	DT40 TDP1 no CPT	GCN5L2 inh
CC(C)C[C@H](NC(=O)c1nc[nH]c1C(=O)N[C@@H](CC(C)C)C(=O)OC(C)(C)C)C(=O)OC(C)(C)C	9%	?	3%
O=C(Nc1nccs1)C(c1ccccc1)N1CCCCC1 (centres undefined)	7%	-9%	-8%
Fc1cccc(CSc2nc3ncccc3[nH]2)c1	-5%	-27%	-6%
COc1cccc(C2c3c(-c4cc(Cl)c(C)cc4O)n[nH]c3C(=O)N2Cc2cccnc2)c1 (centres undefined)	4%	16µM*	-5%
CCN1/C(=C/c2cccc[n+]2C)Sc2ccc(OC)cc21	/	2.3µM*	-3%
Cc1ccccc1-c1nn(-c2ccccc2)cc1C(=O)NCC(c1ccco1)N1CCCC1 (centres undefined)	3%	18µM*	-3%
Cc1nc2ccc(NS(=O)(=O)c3cccc([N+](=O)[O-])c3)cc2s1	4%	15µM*	3%
CC(=O)Nc1ccc(SC[C@H](c2ccccc2)N2CCN(CCc3ccccc3)CCC2=O)cc1	0%	/	21%
CCC1CN(C(=O)N2CCC(C(=O)NCc3ccccc3C)CC2)c2ccccc2O1 (centres undefined)	2%&5%	21µM*	-2%&-15%
CCn1c(SCc2ccc(C(=O)OC)o2)nc2sc3c(c2c1=O)CCCC3	3%	-26%	-11%
O=C(CCC(=O)OCC(F)(F)C(F)F)NCc1ccccc1	2%	-4%	-6%
COc1cc2ccccc2cc1C(=O)Nc1ccc2oc(-c3cc(Br)ccc3Cl)nc2c1	2%[12.3 µM]	-20%	-6%
COc1ccc(C(=O)COC(=O)c2cccc(-n3cnnn3)c2)c(OC)c1	-10%	-22%	-15%
CCOC(=O)C1=C(C)NC(=S)NC1c1ccc(-c2ccc(Cl)cc2)o1 (centres undefined)	11%	?	-6%
O=C(CSc1nnnn1-c1ccc(O)cc1)N1N=C(c2ccc3ccccc3c2)CC1c1ccccc1 (centres undefined)	2%	/	-14%
O=C(O)CSc1nnc(Cc2cccc3ccccc23)n1-c1cc(C(F)(F)F)cc(C(F)(F)F)c1	-3%	6%	-30%
N#CC1(NC(=O)COC(=O)/C=C/c2ccc3ccccc3n2)CCCCC1	-4%	-20%	-8%
Cc1[nH]c2ccccc2c1C(=O)C(=O)NCCc1c[nH]c2ccccc12	6%	-13%	0%
COc1ccc(OC)c(CNC(=O)CCn2c(=O)c3cccn3c3ccc(F)cc32)c1	0%&-5%	?	2%&-14%
Cc1ccc(NC(=O)N2CCN(c3ccc(Cl)c(Cl)c3)CC2)cc1	4%	3.3µM*	-11%
Cc1ccc(-n2c3c(cc(C(=O)NCc4ccco4)c2=O)C(=O)CCC3)cc1	5%	?	-2%
C=CCN(CC=C)C(=O)C1CCC(C(=O)N(CC=C)CC=C)CC1 (centres undefined)	0%	-26%	-3%
O=C1C=C(NC2CC2)C2(CCCCC2)O1	-4%	1%	-9%
Cc1ccc(CNC2CCCCC2)s1	4%	-4%	1%
COCCCNC(=O)CCCCCNS(=O)(=O)c1ccc(Br)cc1	5%	-14%	-7%
O=C(COC(=O)/C=C/c1ccc(Br)o1)Nc1ccccc1F	16µM*	/	-9%
CCOC(=O)c1cnc2ccc(OC)cc2c1NCCc1ccccc1	0%[12.3 µM]	10µM*	-6%
COc1ccc(Cl)cc1NC(=O)c1ccccc1C	-2%	-24%	-3%
CCN(CC(=O)NC(C)C)C(=O)c1ccc(S(=O)(=O)N(C)c2ccccc2OC)cc1	11%	15µM*	-3%
Cc1nnc(NC(=O)CSc2ccc(-c3ccc(Cl)cc3)nn2)s1	2%	2%	1%
CC(C)(C)C(=O)N1CCC(O)(CS(=O)(=O)Cc2ccccc2)CC1	3%	5%	-4%
O=S(=O)(c1ccc(NC2CCCCC2)cc1)N1CCOCC1	2%	?	-6%
Cc1ccc(C(=O)N2CCN(c3cc4c(cc3[N+](=O)[O-])n(C)c(=O)n4C)CC2)cc1	1%	?	-15%
CCCCNC(=O)N1CCN(C(c2ccccc2)c2ccccc2)CC1	/	?	14%
Cc1ccc(SCC(=O)OCC(=O)N(C)C2CCS(=O)(=O)C2)cc1C (centres undefined)	1%	?	-1%
CCc1ccccc1NC(=O)C1(S(=O)(=O)c2ccc(C)cc2)CC1	1%[0.0935 µM]	-16%	0%
COc1ccc(C(=O)OCC(=O)N2CCc3ccccc32)cc1S(=O)(=O)N1CCOCC1	0%	?	-9%
COc1ccc(CCNC(=O)c2cnc3sc(N4CCCCC4)nn3c2=O)cc1OC	3%	?	-8%
CCCC(=O)C1=C(O)C(C(=O)OC)C(C)(C)CC1=Nc1ccc(N)cc1 (centres undefined)	2%	-10%	-4%
O=C(Nc1ncccc1O)c1c(O)c2ccccc2[nH]c1=O	1%	?	-6%
CC(C)Oc1ccc(C(=O)NCC(=O)Nc2ccc3c(c2)CCC3)cc1	0%	-11%	-3%
CCOC(=O)CSc1nc(-c2ccc(OC)cc2)cc(C(F)(F)F)c1C#N	-2%	-4%	-4%
Cc1cc([N+](=O)[O-])ccc1NCc1ccccc1[N+](=O)[O-]	9%	-24%	-5%
CC1(C)C2CCC13CS(=O)(=O)NC3C2 (centres undefined)	2%	-2%	-10%
COc1ccc(OCC(O)CNCCNc2nccc(C(F)(F)F)n2)cc1 (centres undefined)	2%	-11%	-10%
Cc1cnc(C(=O)OCc2nc3ccccc3o2)cn1	0%	0%	1%
O=C(CSc1nnc(C2CCCCC2)o1)Nc1ccccc1Cl	6%	?	0%
O=C(N/C(=C/C=C/c1ccccc1)C(=O)N1CCCCC1)c1ccc([N+](=O)[O-])cc1	10%	?	-14%
Cc1cc(C)c(C(=O)NC2CC(C)(C)Cc3c2cnn3-c2ccccc2)o1 (centres undefined)	6%	?	-1%
CCCNCc1cc(OC)c(OCC(=O)Nc2ccccc2)cc1Br	0%	-30%	-12%
O=C(Nc1ccccc1N1CCOCC1)c1ccc(Cl)nc1	5%	-21%	?
CCN(CC)c1ccc(S(=O)(=O)N2CCOCC2)cc1NC(=O)CSC(=S)N1CCCC1	6%	10µM*	?
Cc1ccc(OCCNS(=O)(=O)c2ccc(N3CCCC3=O)cc2)cc1C	4%	6.5µM*	?
O=C(CCn1cnnn1)Nc1cccc(F)c1	-3%	6%	-3%
O=c1c2ccccc2c(-c2ccccc2)nn1-c1ccccn1	-3%	-23%	-2%
CC(=O)c1cccc(NC(=O)c2cc(-c3cccs3)on2)c1	6%	-28%	-11%
CN(C)c1cc(N/N=C/c2ccc(Cl)cc2)nc(N(C)C)n1	7%	18µM*	-14%
COc1ccc(/C=C(/NC(=O)c2ccco2)C(=O)N2CCc3ccccc32)cc1OC	-7%	-18%	-8%
N#C/C(=C\c1ccc(F)c(Br)c1)C(=O)NC1CC1	/	?	-5%
O=C(/C=C/c1ccc(O)cc1)c1c(O)cc(O)cc1O	2%	-23%&5%	-22%&-24%

Limited to TDP1 inh and DT40 TDP1 no CPT, for three of the compounds above:
molecule,TDP1 inh,DT40 TDP1 no CPT
O=C(COC(=O)/C=C/c1ccc(Br)o1)Nc1ccccc1F,16µM*,/
CCOC(=O)c1cnc2ccc(OC)cc2c1NCCc1ccccc1,0%[12.3 µM],10µM*
COc1ccc(Cl)cc1NC(=O)c1ccccc1C,-2%,-24%

(listing goes on)
Compound	TDP1 inh	DT40 TDP1 no CPT	GCN5L2 inh
Cc1ccc(C)c(S(=O)(=O)N2CCCOC2CNC(=O)C(=O)NCc2ccccc2)c1 (centres undefined)	4%	?	-1%
N#CCCN(C(=O)CN1c2cccc3cccc(c23)S1(=O)=O)c1ccccc1	0%	-25%	-7%
COc1cc(NS(=O)(=O)c2c(C)oc3c(F)c(F)c(F)c(F)c23)cc(OC)c1OC	1%	18µM*	-5%
O=C(Nc1cc(Cl)ccc1Cl)c1cc(-c2ccco2)on1	0%	-10%	0%
COc1ccc(C2CC(c3ccccc3)=NN2C(=O)COC(=O)/C=C/c2ccc(O)c(OC)c2)cc1 (centres undefined)	4%	?	-6%
CCN1CCCC1CNC(=O)Cn1cnc2ccc(S(=O)(=O)N3CCC(C)CC3)cc2c1=O (centres undefined)	7%	14%	7%
O=C(NNS(=O)(=O)c1ccccc1)c1cccc([N+](=O)[O-])c1	/	4%	-3%
Cc1nn(-c2ccc(F)cc2)c(C)c1/C=C/C(=O)N1CCNC(=O)C1	3%	-4%	-5%
Cc1ccn2c(C(=O)CSc3ccccc3Cl)c(C)nc2c1	-3%	?	2%
